Bioassay records: PubChem BioAssay, several laboratories
CSN deneddyl inh – inhibitors of CSN-mediated cullin deneddylation, primary screen, biochemical, fluorescence polarization, uHTS; inhibition, % at 12.5 µM; Purified CSN, SCF-Nedd8-OG deneddylation; hit rate 0.38% among 360,000; COP9 signalosome complex subunit 5 (Homo sapiens), Q92905; AID 651999, 2013;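 active = pattern-corrected inhibition above about 35%, with an unprinted fluorescence ratio check between 0.5 and 1.5, limit read from the data, passing the limit was not always enough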;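 also: 0% = enzyme with substrate and 100% = substrate without enzyme; some results filed as inactive read as strong as hits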
Target sequence (Q92905 whole entry, looked up, one chain of several): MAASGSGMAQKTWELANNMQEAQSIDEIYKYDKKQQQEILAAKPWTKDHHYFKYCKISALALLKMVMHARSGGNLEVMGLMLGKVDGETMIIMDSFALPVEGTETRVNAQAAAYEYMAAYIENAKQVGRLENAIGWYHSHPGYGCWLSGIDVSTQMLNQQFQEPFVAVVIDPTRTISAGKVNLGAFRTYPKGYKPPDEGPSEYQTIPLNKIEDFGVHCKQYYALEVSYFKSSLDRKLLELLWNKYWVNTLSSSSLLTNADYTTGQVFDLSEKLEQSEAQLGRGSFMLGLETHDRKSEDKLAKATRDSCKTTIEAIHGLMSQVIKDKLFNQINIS
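Test system: Human Csn5 produced in HEK293T cells | Compound: 12.5 µM single point | Times: 90 min, room temperature | Signal: Fluorescence polarization readout | Read-out basis: % inhibition of substrate cleavage by Csn5 | Controls: no-enzyme wells high, enzyme-with-substrate wells low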
Rpn11 block – Rpn11 (PSMD14) deubiquitinase inhibitors, primary screen, biochemical, fluorescence polarization, uHTS | 26S proteasome non-ATPase regulatory subunit 14 (Homo sapiens), O00487 | human 26S proteasome, Ub4-pepOG fluorescence polarization; 20S core pre-blocked with epoxomicin | calls only at 20 µM | hit rate 0.59% among 360,000 | AID 588493, 2011;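 active = inhibition at 20 µM, scaled to each plate's controls, above about 33%, limit read from the data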
SUMO1 PPI mod – modulators of SUMO1 protein-protein interactions, primary screen, biochemical, uHTS; Small ubiquitin-related modifier 1 (Homo sapiens), P63165; SUMO1 binding to a labelled peptide, TR-FRET, 1 h; inhibition, % at 20 µM; hit rate 0.33% among 360,000; AID 602429, 2012; in the data active = inhibition above about 37%
Target sequence (P63165 whole entry, looked up): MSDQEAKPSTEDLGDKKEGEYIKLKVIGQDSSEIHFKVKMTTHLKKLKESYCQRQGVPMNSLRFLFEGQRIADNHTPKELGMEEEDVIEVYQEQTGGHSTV
LMPTP block – LMPTP phosphatase inhibitors, primary screen, biochemical, fluorescence intensity, uHTS; Low molecular weight phosphotyrosine protein phosphatase (Homo sapiens), P24666; recombinant LMPTP-A, OMFP fluorogenic substrate; inhibition, % at 20 µM; hit rate 0.22% among 360,000; AID 651560, 2012;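 active = compounds that cut the enzyme signal by at least half of the control window in the single-dose screen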;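 also: plate controls were DMSO wells with enzyme plus substrate for no effect and substrate without enzyme for full effect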
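material = LMPTP-A | quantity = 0.625 nM enzyme | reagent = OMFP substrate, 400 µM final | buffer or medium = Bis-Tris pH 6.0, DTT, detergent | detection = endpoint fluorescence intensity from OMFP dephosphorylation | dosing = single 20 µM dose | read-out basis = % inhibition relative to no-enzyme and uninhibited control wells | control set = no-enzyme and uninhibited controls | timing = 50 min at room temperature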
TbMetRS inhib – T. brucei MetRS inhibitors, primary screen, biochemical, luminescence | hit rate 0.4% among 360,000 | inhibition, % at 11.9 µM | purified T. brucei MetRS, ATP depletion, Kinase-Glo luminescence | methionyl-tRNA synthetase (Trypanosoma brucei brucei);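 active = inhibition above a per-plate cutoff of the control wells' mean inhibition plus 3 SD, cut at about 5.5% in these data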;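 also: 0% = DMSO wells median and 100% = median of wells with control inhibitor compound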
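assay system = parasite MetRS enzyme | timing = 15 min preincubation, 2 h reaction, all 25 °C | evaluation = percent inhibition relative to median high and low control wells | medium = HEPES buffer containing pyrophosphatase, BSA, spermine, DTT | compound = single dose, 11.9 µM final nominal, 0.9% final DMSO | detection = Kinase-Glo luminescence, ATP depletion format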
Scp1 inh – Scp-1 phosphatase inhibitors, primary screen, biochemical, colorimetric, uHTS; Carboxy-terminal domain RNA polymerase II polypeptide A small phosphatase 1 (Homo …; Recombinant Scp1, phosphopeptide, malachite green phosphate absorbance; inhibition, % at 20 µM; hit rate 0.88% among 340,000; AID 493091, 2011;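 active = inhibition above about 50% at 20 µM, limit read from the data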;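 also: plate controls were DMSO wells with enzyme for no effect and wells lacking enzyme for full effect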
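Test system: SCP-1 catalytic domain; Buffer or medium: Acidic Tris acetate buffer with magnesium and detergent; Also added: Phosphorylated 17-residue peptide substrate; Compound: single 20 µM dose, 1% DMSO; Schedule: enzyme reaction 45 min at room temperature, colour 5 min, stabilisation 30 min; Signal: Phosphate-binding colour reagent, absorbance read at 630 nm.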
DNMT1 block – human DNMT1 methyltransferase inhibitors, primary screen, biochemical, molecular beacon, fluorescence, HinP1I cleavage, uHTS | inhibition (reported as % activation of signal), % at 10 µM | hit rate 0.83% among 360,000; in the data active = inhibition above about 50%
NadD block – inhibitors of S. aureus NadD, primary screen, biochemical, colorimetric, uHTS | AID 602399, 2012 | hit rate 0.78% among 360,000 | Nicotinate-nucleotide adenylyltransferase NadD (Staphylococcus aureus N315) | purified NadD enzyme, colorimetric absorbance read-out | inhibition, % at 20 µM; in the data active = inhibition above about 26%; also: some compounds past the cut are filed as inactive
MsrA inhibitor – bovine MsrA enzyme inhibitors, primary screen, biochemical, absorbance, HTS; Methionine sulfoxide reductase A (Bos taurus); purified bovine MsrA, absorbance read-out; inhibition, % at 15.5 µM; hit rate 0.75% among 360,000; AID 651718, 2012; in the data active = inhibition above about 4.5%;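 also: 0% = vehicle wells with enzyme and 100% = reference inhibitor wells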
STEP block – STEP phosphatase inhibitors, primary screen, biochemical, fluorescence intensity, uHTS; Tyrosine-protein phosphatase non-receptor type 5 (Homo sapiens), P54829; AID 588621, 2011; inhibition, % at 20 µM; recombinant STEP, OMFP fluorogenic substrate; hit rate 0.25% among 360,000;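 active = inhibition at 20 µM, scaled per plate between control wells, above about 37%, limit read from the data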;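 also: 0% = DMSO with enzyme and substrate and 100% = substrate only without enzyme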
Target sequence (P54829 whole entry, looked up): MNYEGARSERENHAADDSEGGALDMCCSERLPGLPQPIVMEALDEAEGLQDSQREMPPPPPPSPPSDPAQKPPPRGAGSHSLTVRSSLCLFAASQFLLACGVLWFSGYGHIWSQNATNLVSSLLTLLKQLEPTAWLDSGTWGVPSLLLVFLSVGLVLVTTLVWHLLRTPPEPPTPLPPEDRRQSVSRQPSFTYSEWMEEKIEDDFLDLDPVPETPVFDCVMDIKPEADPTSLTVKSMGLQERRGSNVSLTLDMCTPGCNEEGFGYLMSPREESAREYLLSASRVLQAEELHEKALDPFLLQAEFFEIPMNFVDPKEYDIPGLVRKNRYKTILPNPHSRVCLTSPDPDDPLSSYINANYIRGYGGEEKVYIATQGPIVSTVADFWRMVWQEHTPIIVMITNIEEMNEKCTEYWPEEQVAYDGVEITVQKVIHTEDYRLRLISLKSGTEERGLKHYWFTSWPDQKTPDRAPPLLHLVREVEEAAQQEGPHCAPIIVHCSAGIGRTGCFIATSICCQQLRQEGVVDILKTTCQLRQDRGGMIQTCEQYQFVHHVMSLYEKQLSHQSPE
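Assay system: isolated STEP enzyme / Timing: 20 min at room temperature, dark / Doses: 20 µM, 1% DMSO / Technique: fluorescence intensity, excitation 480 nm, emission 540 nm / Reagent: fluorogenic phosphatase substrate OMFP at 25 µM final / Measure: percent inhibition scaled to no-enzyme and uninhibited-enzyme controls, plate-pattern corrected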
Active calls of the source: *; i = inactive; . = no result given; + = active, no number.

SMILES | CSN deneddyl inh | Rpn11 block | SUMO1 PPI mod | LMPTP block | TbMetRS inhib | Scp1 inh | DNMT1 block | NadD block | MsrA inhibitor | STEP block
Cc1ccc(S(=O)(=O)N2CCOCC2)cc1NC(=O)COC(=O)CNC(=O)c1ccc(Cl)cc1Cl | -2 | i | 2 | -2.2 | 0.9 | -2 | -1 | 0 | 0.0 | -1
CCc1nc2ccc(C(=O)NCc3ccccc3OC)cn2c1N(CC)Cc1cccc(Br)c1 | 0 | i | -19 | 1.7 | 0.4 | . | -15 | 15 | 2.0 | 5
CNC(=S)NNC(=O)c1cccn(Cc2ccccc2)c1=O | 0 | i | -2 | 0.2 | 0.4 | -9 | 1 | 5 | 0.1 | 0
O=C(O)/C=C/C(=O)Nc1nccs1 | -3 | i | -2 | -2.9 | -1.4 | -7 | -5 | -4 | -0.8 | 0
O=C(NCC1CC1)c1cc2c(c(-c3cccc(-c4ccccc4F)c3)n1)[C@@H](CCO)N(C(=O)CC1CC1)C2 | -4 | . | -3 | 2.0 | -0.6 | . | . | -6 | 1.1 | .
COc1ccc(OC)c(NC(=O)CN2C(=O)COc3ccc(S(=O)(=O)N4CCCC4)cc32)c1 | 2 | i | 3 | 0.3 | 0.1 | -3 | -5 | -4 | 0.3 | 0
O=C(NCC1CC1)Nc1cccs1 | -1 | i | -3 | -1.2 | -0.6 | -8 | 0 | -6 | -1.0 | -2
COc1ccc(C2Nc3ccc(Br)cc3C(c3ccccc3)N2CC(=O)O)cc1 (centres undefined) | -7 | i | -1 | -0.3 | -0.1 | -1 | -1 | -3 | -1.5 | -6
C=CCNC(=O)CSc1nnc(-c2ccccc2Cl)n1-c1c(C)n(C)n(-c2ccccc2)c1=O | 2 | i | -4 | -1.0 | -0.6 | -6 | 2 | 2 | . | 1
c1ccc(-c2csc(Nc3ccc4c(c3)OCCO4)n2)cc1 | 0 | i | -3 | 1.3 | -1.4 | 0 | -26 | 7 | 0.6 | -5
Cc1cc(OCC(=O)N(Cc2ccco2)C2CCS(=O)(=O)C2)cc(C)c1Cl (centres undefined) | -3 | i | 0 | 0.1 | 0.4 | -7 | 3 | -4 | 1.1 | 5
Cc1cnc(C(=O)OCC(=O)Nc2ccc(Br)c(C)c2)cn1 | -4 | i | 8 | -0.5 | -0.3 | -3 | 13 | -5 | 0.5 | -1
CCN(CC)CCOC(=O)c1ccc(N/C=C(/C#N)c2nc(-c3cc4ccccc4oc3=O)cs2)cc1 | 119* | + | -63 | 30 | -0.6 | -5 | 50* | 25 | 2.6 | 52*
COc1ccc(NC(=O)CN(C)C(=O)CSCC(=O)Nc2ccc(C)cc2)cc1 | -2 | i | -3 | -0.5 | -0.4 | -1 | -1 | -3 | -0.8 | 0
CCCCC(CC)C(=O)Nc1ccc(C#N)cc1 (centres undefined) | -7 | i | -1 | -0.4 | -0.9 | -6 | -2 | -4 | 0.3 | 3
COc1ccccc1NC(=O)C(C)OC(=O)CCNS(=O)(=O)c1cccc(C(F)(F)F)c1 (centres undefined) | 1 | i | -3 | 0.6 | -0.2 | 2 | 4 | -5 | -0.8 | 2
COc1ccc2c(c1)c(C(=O)CN1CCc3ccccc3C1)c(C)n2C | 3 | i | 3 | -1.1 | -0.8 | 13 | 0 | 3 | -0.3 | 0
CCOC(=O)c1c(C)oc2c1c(C=NCc1ccccn1)c(O)c1ccccc12 | -10 | i | -5 | 2.9 | 0.1 | -17 | -19 | -7 | 0.7 | 4
Cc1ccc([C@H]2C[C@@H](O)[C@H](n3cc(COC(=O)c4ccccc4)nn3)CN2C(=O)C2CCCCC2)cc1 | 4 | i | -1 | -1.8 | -0.4 | . | 5 | -3 | 0.1 | 1
O=C(Cn1cnnn1)Nc1cccc(S(=O)(=O)N2CCCCC2)c1 | -2 | i | 5 | 0.8 | -0.6 | 0 | 0 | -5 | 0.9 | 0
CCOc1ccc(N(CC(=O)NCc2ccco2)S(C)(=O)=O)cc1 | 1 | i | 1 | 0.7 | -0.6 | 5 | -1 | -3 | -0.6 | -2
COC(=O)c1c(-c2ccccc2Cl)noc1/C=C/N(C)C | -1 | i | -4 | 0.2 | 0.2 | -3 | -8 | 2 | 0.8 | -1
O=C(CCc1ccccc1)NNC(=S)NCc1ccc(Cl)cc1 | -1 | i | 4 | 0.2 | 0.5 | -8 | 0 | -1 | 1.1 | -2
COc1ccc(C)cc1NC(=O)c1cc2c(CO)cnc(C)c2oc1=N | 1 | i | -3 | -0.5 | -0.1 | -9 | -5 | 2 | 1.2 | -3
CN1C(N)=NC(=O)/C1=C/c1ccccc1F | 3 | i | -11 | -1.1 | -0.2 | -5 | 2 | 6 | 3.1 | 1
COC(=O)c1ccc(-c2ccc(Cl)cc2)nc1C | -3 | i | -5 | 1.4 | -0.4 | -11 | 8 | -3 | -0.2 | 2
CCn1c(COc2ccc(C)cc2)nnc1SCC(=O)Nc1ccc(S(N)(=O)=O)cc1 | -1 | i | 1 | 1.0 | -0.1 | -2 | -3 | 6 | -0.4 | 0
CCCCn1c(SCC(=O)N2CCCC2)nc2c1c(=O)n(C)c(=O)n2C | -2 | i | -2 | -2.3 | -1.0 | -1 | 18 | 6 | -0.1 | -1
CC(=O)NC(CCS(C)(=O)=O)C(=O)Nc1cccc(C(C)=O)c1 (centres undefined) | 7 | i | 1 | 0.5 | 0.1 | -8 | 1 | -1 | 1.5 | -2
COc1ccccc1C(CNC(=O)CNC(=O)c1ccc(Cl)c(Cl)c1)N1CCCC1 (centres undefined) | -1 | i | -1 | -0.5 | -0.2 | -2 | 0 | -5 | 0.4 | 3
CC(C)C[C@@H](CNCC(=O)[C@H](CC(C)C)NC(=O)c1[nH]cnc1C(=O)N[C@@H](C)CN)NC(=O)c1nc[nH]c1C(=O)N[C@@H](C)C(=O)O | 4 | i | 6 | -3.3 | 0.2 | -5 | 8 | 7 | 0.8 | -3
CCc1nnc(NC(=O)c2nc3nc(C)cc(C)n3n2)s1 | -2 | i | 5 | -0.3 | -0.7 | -7 | 1 | -4 | 0.2 | -2
Cc1cccc(CN2CCN(CC(=O)NCc3cccs3)C2=O)c1 | 3 | i | -1 | -1.4 | -1.2 | 0 | 3 | -2 | 0.8 | 2
Cc1nnc(SCC(=O)Nc2cc(S(C)(=O)=O)ccc2Cl)n1Cc1ccccc1 | 3 | i | -1 | -1.0 | -0.1 | -4 | -1 | -2 | -0.5 | 1
Cc1cccc(OCCCC(=O)Nc2ccc3c(c2)OCO3)c1 | 1 | i | -3 | 1.6 | -0.1 | -11 | -8 | -6 | -1.0 | 1
C/C(=N\NC(=S)Nc1ccc(C)cc1)c1cc2ccccc2o1 | -2 | i | -11 | 5.3 | -0.8 | -14 | -9 | 6 | 3.6 | 1

Reformatted field by field: entries from further up.
Cc1nnc(SCC(=O)Nc2cc(S(C)(=O)=O)ccc2Cl)n1Cc1ccccc1
  CSN deneddyl inh = 3
  Rpn11 block = i
  SUMO1 PPI mod = -1
  LMPTP block = -1.0
  TbMetRS inhib = -0.1
  Scp1 inh = -4
  DNMT1 block = -1
  NadD block = -2
  MsrA inhibitor = -0.5
  STEP block = 1

Cc1cccc(OCCCC(=O)Nc2ccc3c(c2)OCO3)c1
  CSN deneddyl inh = 1
  Rpn11 block = i
  SUMO1 PPI mod = -3
  LMPTP block = 1.6
  TbMetRS inhib = -0.1
  Scp1 inh = -11
  DNMT1 block = -8
  NadD block = -6
  MsrA inhibitor = -1.0
  STEP block = 1

Some values from the entries so far:
Result of `Cc1cccc(OCCCC(=O)Nc2ccc3c(c2)OCO3)c1` in CSN deneddyl inh: 1
Result of `COC(=O)c1ccc(-c2ccc(Cl)cc2)nc1C` in LMPTP block: 1.4
Result of `COc1ccccc1C(CNC(=O)CNC(=O)c1ccc(Cl)c(Cl)c1)N1CCCC1` (centres undefined) in STEP block: 3
Result of `C/C(=N\NC(=S)Nc1ccc(C)cc1)c1cc2ccccc2o1` in LMPTP block: 5.3
Result of `CC(=O)NC(CCS(C)(=O)=O)C(=O)Nc1cccc(C(C)=O)c1` (centres undefined) in CSN deneddyl inh: 7

Additional results follow.
SMILES | CSN deneddyl inh | Rpn11 block | SUMO1 PPI mod | LMPTP block | TbMetRS inhib | Scp1 inh | DNMT1 block | NadD block | MsrA inhibitor | STEP block
COc1ccc(-c2csc(NC(=O)Nc3ccccc3)n2)cc1 | -4 | i | 4 | -1.8 | 0.4 | -4 | -11 | 1 | -0.5 | -2
CCCCn1c(N)c(N(CC(C)C)C(=O)C2CCN(C(=O)c3ccc(Cl)cc3)CC2)c(=O)[nH]c1=O | -4 | i | 3 | -0.2 | -0.6 | 9 | -1 | 3 | 1.4 | -2
COC(=O)c1[nH]c2ccccc2c1NC(=O)CN1CC(C)OC(C)C1 (centres undefined) | -2 | i | -2 | -0.4 | -0.6 | -8 | -1 | 8 | 0.3 | -3
O=C(/C=C/c1ccccc1Cl)Nc1cccc(S(=O)(=O)NC2=NCCCCC2)c1 | -1 | i | 8 | 0.6 | 1.8 | -10 | -7 | 1 | -1.1 | 0
O=C(NNc1cc(N2CCOCC2)nc(N2CCOCC2)n1)c1ccc(Cl)c(Cl)c1 | -1 | i | 1 | -0.3 | 0.2 | 0 | -13 | -5 | -0.7 | 1
COc1ccc(NC(=O)CCN2C(=O)C3CC=CCC3C2=O)cc1S(=O)(=O)N1CCCCC1 (centres undefined) | -3 | i | -3 | -0.6 | -0.5 | 0 | -1 | -2 | 0.2 | -1
